Source: PubChem BioAssay
BB579 growth dn: growth inhibitors of yeast BB579 in restrictive medium, primary screen, yeast lifespan-shortening project, S. cerevisiae | inhibition, % at 10 µM | OD615, 48 h | AID 804, 2007 | hit rate 0.51% among 140,000;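 active = inhibition above a set limit, 3 SD over the mean compound inhibition, cut at about 44% in these data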; also: inactives centre near -24
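Test system: Saccharomyces cerevisiae DeaD strain BB579, replicative lifespan model yeast | Buffer or medium: Restrictive CSMM-D medium | Doses: One dose, 10 µM compound with 0.25% DMSO | Incubation: 48 h exposure, 30 °C | Detection: Culture absorbance at 615 nm | Control set: Amphotericin B at 10 µg/mL as positive control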
NPY-Y2 antag: NPY-Y2 receptor antagonists, primary screen, cell-based | Neuropeptide Y receptor type 2 (Homo sapiens), P49146 | NPY-Y2 expressing cells, antagonist mode | inhibition, % at 2.7 µM | hit rate 0.99% among 140,000 | AID 793, 2007; in the data active = inhibition above about 17%;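 also: 0% = vehicle with agonist challenge and 100% = reference antagonist with challenge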
Target sequence (P49146 whole entry, looked up): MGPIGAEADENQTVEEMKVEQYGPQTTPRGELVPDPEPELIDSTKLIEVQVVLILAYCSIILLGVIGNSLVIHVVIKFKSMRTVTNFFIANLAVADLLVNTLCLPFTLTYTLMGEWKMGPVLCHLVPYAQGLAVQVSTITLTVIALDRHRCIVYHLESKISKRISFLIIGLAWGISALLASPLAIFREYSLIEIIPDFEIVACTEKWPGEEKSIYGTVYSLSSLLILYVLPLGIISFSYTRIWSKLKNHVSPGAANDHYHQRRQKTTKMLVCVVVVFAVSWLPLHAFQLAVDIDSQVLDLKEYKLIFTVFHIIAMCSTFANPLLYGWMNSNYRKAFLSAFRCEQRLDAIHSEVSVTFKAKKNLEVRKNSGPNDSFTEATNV
Phagocytosis inh: inhibitors of macrophage phagocytosis, primary screen, imaging, J774A.1 cells, IgG beads; J774A.1 macrophage IgG-bead phagocytosis; inhibition, % at 5 µM; hit rate 0.07% among 110,000; AID 1029, 2008;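 active = inhibition above the mean of the plate negative controls plus 5 SD, cut at about 13% in these data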;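 also: phagocytic index as fraction of beads internalized from green versus red external bead signal; plate controls were DMSO negative control for no effect and cytochalasin-D positive control for full effect; some results beyond the cut were filed as inactive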
Measles CPE: compounds protecting cells from measles virus cytopathic effect, primary screen, measles RdRp inhibitor project, single point, MLSMR library, absorbance; protection (pct of control), % at 4 µM; hit rate 1.5% among 140,000; Measles virus-infected cells, CPE protection; in the data active = protection mostly above about 24%, no sharp cut-off; inactive = mostly below about 26%; also: some compounds called inactive have numbers as strong as hits
HCT116 PTEN-null: growth suppression of PTEN-null HCT116, primary screen, cell-based, CellTiter-Glo; hit rate 1.2% among 140,000; viability, % at 10 µM; HCT116 PTEN-null viability, 60 h; stronger effect = lower value;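 active = viability at or below a set limit, 4 SD under the median of all tested compounds, cut at about 3.7% in these data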;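 also: PTEN knockout HCT116 line with beta catenin targeted HCT116 as companion control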
E-sel TNF inh: E-selectin induction blockers in HUVEC – imaging, immunofluorescence, high content, primary screen; HUVEC TNFa-induced E-selectin immunofluorescence; inhibition, % at 2 µM; hit rate 0.71% among 120,000; AID 1246, 2008;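 active = inhibition above the batch mean plus 3 SD, and confirmed as a hit on visual image review, cut at about 43% in these data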;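 also: 0% = TNF-stimulated DMSO wells and 100% = unstimulated control wells; not every result past the cut was called active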
MRP1 act: H69AR viability gain despite doxorubicin, primary screen, MRP-1 activator project, H69AR cells, CellTiter-Glo; viability rescue; viability increase, % at 10 µM; hit rate 0.61% among 140,000;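 active = viability gain under doxorubicin at or above a set limit, the compound median plus 3 SD, cut at about 4.7% in these data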;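 also: MRP-1 overexpressing cells given doxorubicin 25 µM after compound pretreatment; 18-22 h compound pretreatment then 72 h with doxorubicin before readout; 0% = doxorubicin-only wells and 100% = vehicle-treated cells without doxorubicin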
Yeast lifespan up: compounds extending yeast replicative lifespan, primary screen, S. cerevisiae, OD615; inhibition of the nicotinamide effect, % at 10 µM; hit rate 0.68% among 130,000; S. cerevisiae growth with nicotinamide; deaD strain in restrictive glucose medium;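 active = inhibition above a set limit, placed 3 SD over the median of all compounds, cut at about 26% in these data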;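 also: 0% = nicotinamide-treated wells and 100% = cells grown without nicotinamide; some compounds called inactive have numbers as strong as hits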
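Assay system: engineered S. cerevisiae DeaD replicative-lifespan strain, galactose-grown log-phase cells; Buffer or medium: CSMM-D glucose medium, restrictive; Probe or stimulus: nicotinamide 1.5 mM; Compound: single dose 10 µM compound, 0.25% DMSO; Schedule: 4 h preincubation then 48 h treatment at 30 °C; Technique: OD615 measurement.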
HCT116 bCat-KO: primary screen for growth suppressors in beta-catenin knockout HCT116 cells (colon tumor, human) | HCT116 beta-catenin knockout viability, CellTiter-Glo, 60 h; stronger effect = lower value | viability, % at 10 µM | hit rate 1.5% among 140,000 | AID 818, 2007;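 active = viability at or under a set limit, the compound median less 4 SD, cut at about 6% in these data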;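 also: 0% = Hyamine 1622 control at 20 µM and 100% = untreated cell control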
GALR2 antag: GALR2 antagonists in receptor-expressing cells, primary screen | inhibition, % at 4 µM | antagonist mode | hit rate 0.39% among 140,000 | Galanin receptor type 2 (Homo sapiens), O43603; in the data active = inhibition above about 27%;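 also: cells stimulated with galanin 1-16 at roughly its EC80; 0% = agonist challenge control and 100% = basal control without agonist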
Target sequence (O43603 whole entry, looked up): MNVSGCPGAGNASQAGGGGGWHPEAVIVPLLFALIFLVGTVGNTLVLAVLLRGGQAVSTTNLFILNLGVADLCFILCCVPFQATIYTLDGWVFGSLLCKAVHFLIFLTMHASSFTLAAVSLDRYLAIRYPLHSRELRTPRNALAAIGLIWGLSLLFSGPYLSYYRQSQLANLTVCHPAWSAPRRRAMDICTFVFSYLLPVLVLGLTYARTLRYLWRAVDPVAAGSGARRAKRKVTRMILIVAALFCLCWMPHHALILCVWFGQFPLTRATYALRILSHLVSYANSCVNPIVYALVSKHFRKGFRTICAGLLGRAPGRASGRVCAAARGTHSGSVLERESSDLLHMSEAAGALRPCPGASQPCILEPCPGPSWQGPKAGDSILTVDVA
An asterisk follows results filed as active; . = no result given; & = joins results of further samples. Hits appear at their usual frequency (roughly 6.4% active in at least one column).

SMILES	BB579 growth dn	NPY-Y2 antag	Phagocytosis inh	Measles CPE	HCT116 PTEN-null	E-sel TNF inh	MRP1 act	Yeast lifespan up	HCT116 bCat-KO	GALR2 antag
Cc1cccc(C)c1NC(=O)/C(=C/c1ccco1)c1ccccc1	-5	0	-1	12	94	38	-0.6	7	87	-5
COc1cc(NC(=S)NC(=O)c2c(OC)cccc2OC)ccc1NC(=O)c1cccs1	-8	1	4	17	99	-15	-2.6	-7	91	4
Cc1cccc(Nc2nc(N)nc(CSc3nccc(C)n3)n2)c1	8	-2	2	12	92	-1	-0.3	-22	101	-7
COc1ccc(-c2ccc(/C=C3\C(=O)N(c4ccccc4)N=C3c3ccccc3)o2)c([N+](=O)[O-])c1	-53	2	.	13	82	-13	0.4	-5	87	-20
O=C(c1ccc(COc2ccccc2Br)o1)N1CCCCCC1	-90	6	2	18	95	1	-1.1	-7	87	-4
O=C(CSc1nc(-c2ccccc2)cs1)N1CCc2ccccc21	2	1	.	2	109	-2	2.5	-24	90	-2
CCN(CC)CCN1C(=O)C(=O)/C(=C(/O)c2ccc(OC)cc2)C1c1cccs1 (stereo unspecified)	-41	0	.	6	88	3	-3.6	-27	86	7
Nc1nc(N)nc(-c2ccc(Cl)cc2)n1	-46	5	-1	19	101	-7	-0.3	-12	94	-12
COCCn1cnc2c1c(=O)n(CC(=O)OCC(=O)NCC(F)(F)F)c(=O)n2Cc1ccccc1	-10	3	9	8	95	-9	-0.1	-3	89	-6
C=CCn1c(=NC(=O)C2CC2)sc2cc(NC(C)=O)ccc21	-6	1	0	6	108	15	-3.3	-17	99	-10
O=C(OCC(=O)c1c[nH]c2ccccc12)C1=COCCO1	-9	-2	0	8	93	-6	-0.6	-9	100	10
COc1ccc(C2C(C(=O)N3CCCC3)CC(=O)N2c2ccc(OC)cc2)cc1 (stereo unspecified)	-19	0	-5	11	95	-11	-2.9	10	90	1
COc1ccc(/C=N/n2c(=O)[nH]c3c([nH]c4ccc(Br)cc43)c2=O)cc1CN1CCOCC1	10	4	1	7	73	18	-3.9	-22	67	-2
COc1ccc(Br)cc1CN(C)CC(=O)Nc1cc(Cl)ccc1Cl	-40	9	-7	14	71	89*	-1.8	5	78	-11
O=c1ccn(Cc2ccccc2)c(=O)n1Cc1ccccc1	-31	2	0	6	87	-1	1.3	43	92	-4
COc1ccc(CNC(=O)c2cccc(C)c2[N+](=O)[O-])cc1	-53	1	-1	21	95	-25	0.4	2	90	8
CC(/C=C1\SC(=S)N(NC(=O)c2ccccc2C)C1=O)=C\c1ccccc1	-35	12	-4	5	91	.	1.5	5	93	7
O=C(COc1ccc2ccccc2c1)NCCc1ccc2c(c1)OCCO2	-5	16	-4	25	85	27	-2.3	-10	93	-8
COc1cc(C(=O)ON=C2C(C)=CC(=O)C=C2C)cc(OC)c1OC	-10	0	0	14	85	.	-3.9	-5	77	-7
O=C(O)C1CCCCN1S(=O)(=O)c1ccc2ccccc2c1 (stereo unspecified)	-17	3	-1	4	107&115	.	1.3	3	85	-3
CC1=Nc2ccccc2/C1=C\c1sc(Nc2ccc(C)cc2)nc1O	-9	-1	12	7	15	.	2.8	-1	16	16
COc1cccc(OC)c1OCCCCCc1c(C)n[nH]c1C	-16	-1	-4	13	74	17	-1.6	-12	78	0
Cc1ccc(/C=N/NC(=O)CSCc2ccc(Cl)cc2)cc1	-5	4	-1	1	93	-59	6.3*	-8	104	2
CCN1C(=O)C(C(=O)Nc2ccc(OC)cc2)C2CC1(C)Oc1ccccc12 (stereo unspecified)	-43	2	0	18	89	-7	-1.2	-1	96	-2
Cc1ccc(CNC(=O)c2cccc(OCc3c(C)noc3C)c2)cc1	-21	6	0	14	79	-29	-1.1	6	77	-4

2 of the compounds above, as labelled records.
> O=C(CSc1nc(-c2ccccc2)cs1)N1CCc2ccccc21
  BB579 growth dn: 2
  NPY-Y2 antag: 1
  Phagocytosis inh: .
  Measles CPE: 2
  HCT116 PTEN-null: 109
  E-sel TNF inh: -2
  MRP1 act: 2.5
  Yeast lifespan up: -24
  HCT116 bCat-KO: 90
  GALR2 antag: -2

> COc1ccc(/C=N/n2c(=O)[nH]c3c([nH]c4ccc(Br)cc43)c2=O)cc1CN1CCOCC1
  BB579 growth dn: 10
  NPY-Y2 antag: 4
  Phagocytosis inh: 1
  Measles CPE: 7
  HCT116 PTEN-null: 73
  E-sel TNF inh: 18
  MRP1 act: -3.9
  Yeast lifespan up: -22
  HCT116 bCat-KO: 67
  GALR2 antag: -2

Back to the main list, repeating the 4 entries before the break.
SMILES	BB579 growth dn	NPY-Y2 antag	Phagocytosis inh	Measles CPE	HCT116 PTEN-null	E-sel TNF inh	MRP1 act	Yeast lifespan up	HCT116 bCat-KO	GALR2 antag
COc1cccc(OC)c1OCCCCCc1c(C)n[nH]c1C	-16	-1	-4	13	74	17	-1.6	-12	78	0
Cc1ccc(/C=N/NC(=O)CSCc2ccc(Cl)cc2)cc1	-5	4	-1	1	93	-59	6.3*	-8	104	2
CCN1C(=O)C(C(=O)Nc2ccc(OC)cc2)C2CC1(C)Oc1ccccc12 (stereo unspecified)	-43	2	0	18	89	-7	-1.2	-1	96	-2
Cc1ccc(CNC(=O)c2cccc(OCc3c(C)noc3C)c2)cc1	-21	6	0	14	79	-29	-1.1	6	77	-4
CC1CCN(c2ccccc2NC(=S)NC(=O)c2cccs2)CC1	-23	21*	.	2	35	-64	-4.8	-15	32	18
CCOC(=O)CN1CC23C=CC(O2)C(C(=O)Nc2cc(OC)ccc2OC)C3C1=O (stereo unspecified)	-36	0	2	25	109	-2	-0.7	-6	94	7
CCNS(=O)(=O)c1ccc(OC)c(C)c1	15	2	1	6	93	13	-1.5	-1	93	12
CCc1nc(SCC(=O)c2ccc3c(c2)OCCO3)c2ccccc2n1	-69	6	0	9	72	15	-2.3	147*	63	-2
Cc1ccc2occ(C3N[C@H](C(=O)O)CS3)c(=O)c2c1 (stereo partly specified)	34	0	.	1	92	-18	2.5	-4	92	-5
Cc1nn2c(-c3cccc(NC(=O)c4ccco4)c3)nnc2c2ccccc12	-70	3	-2	4	86	14	-1.7	-10	75	0
CCOC(=O)c1ccc2[nH]c(C)c(C)c2c1	-18	4	.	5	92	-16	-1.3	.	96	2
Cc1ccc(NCc2nnc(SCC(=O)N3c4ccccc4Sc4ccccc43)o2)c(C)c1	-33	5	-2	5	63	.	-0.9	3	71	-6
COC(=O)C1=C(C)N(C(C)c2ccccc2)C(=O)C1 (stereo unspecified)	4	2	-4	20	80	16	0.1	-3	85	7
CCN1C(=O)C2(C(C#N)=C(N)Oc3n[nH]c(-c4ccc(Cl)cc4)c32)c2ccccc21 (stereo unspecified)	-84	5	-2	18	96	10	-1.9	0	94	1
CCOC(=O)C1=C(N)OC2=C(C(=O)CCC2)C1c1ccc(C)s1 (stereo unspecified)	-26	2	3	24	95	-46	-2.2	7	90	13
c1ccc(-c2nc(NCc3ccco3)c3ccccc3n2)cc1	-71	5	.	8	79	1	-2.1	.	78	21
O=C(CN1C(=O)c2ccccc2S1(=O)=O)NCc1ccc2c(c1)OCO2	-32	2	.	9	106	11	0.3	.	104	13
O=C1c2ccccc2C(=O)N1CSc1ncccn1	-33	3	-1	17	115	.	-0.8	18	105	-7
COc1ccccc1NC(=O)N1CCCC1C(=O)NC12CC3CC(CC(C3)C1)C2 (stereo unspecified)	6	0	-1	1	91	17	0.0	-8	96	-3
Cc1ccc(C(=O)O/N=C\c2ccc(N3CCOCC3)c([N+](=O)[O-])c2)cc1	-58	1	.	4	94	-13	-1.8	-21	97	-3
Cc1cccc2nc(CSc3nc4cc([N+](=O)[O-])ccc4s3)cn12	-66	4	-11	2	98	-9	-1.7	-1	89	10
Cn1ncc(Br)c1C(=O)N/N=C/c1ccc(OS(=O)(=O)c2ccccc2)cc1	10	1	.	2	92	-20	0.9	.	93	-2
Cc1ccc(C(C(=O)NC2CCCCC2)N(C(=O)CCCC(=O)Nc2ccccn2)c2ccc3c(c2)OCCO3)cc1 (stereo unspecified)	-38	2	0	13	84	.	0.6	3	92	5
CC(Sc1cccc[n+]1[O-])C(=O)Nc1cccc(S(=O)(=O)N2CCOCC2)c1 (stereo unspecified)	95*	1	-7	41	92	1	-1.0	-7	91	0
COC(=O)N/N=C/c1cn(CCCOc2ccccc2)c2ccccc12	-16	-2	-1	8	88	20	-2.0	-8	91	2
O=C(CNc1ccccc1-c1ccccc1)NCc1ccccc1	-27	2	-4	12	85	.	-1.7	4	91	-20
CC1CCN(c2c(NCc3ccc(C(=O)N4c5ccccc5CC4C)cc3)c(=O)c2=O)CC1 (stereo unspecified)	-28	2	.	16	86	.	-2.0	-4	77	16
COC(=O)c1sc2nc(CSc3nc4ccc(C)cc4[nH]3)[nH]c(=O)c2c1C	-5	4	-1	11	91	11	-1.0	-4	84	-1
CN(C)c1nc(OCCNC(=O)Nc2ccccc2)nc(N(C)C)n1	-44	3	0	11	105	.	1.5	-7	100	-9
CCOC(=O)c1sc(-n2[nH]c(C)cc2=O)nc1C	2	5	-3	8	92	.	-1.9	8	98	3
CSc1ncccc1C(=O)OCC(=O)NC1CCS(=O)(=O)C1 (stereo unspecified)	-17	-1	-2	8	110	-15	-1.3	-4	99	-11
Cc1ccc(/C=C/C2=Cc3c(sc(NC(=O)CSc4n[nH]c(N)n4)c3C#N)C(C)(C)C2)o1	-41	0	.	7	59	-33	-2.1	-8	53	-3
O=C(O)CNS(=O)(=O)c1ccc(Br)s1	-16	0	1	8	94	-42	-0.5	-15	89	9
